Screening data: PubChem, National Center for Advancing Translational Sciences (NCATS)
BRCA1 expr up – BRCA1 expression activation; MCF7-BRCA1-FFLuc reporter, luminescence, 48 h; response scale: scaled: vehicle 0%, 10 µM genistein 100%; Potency, µM (titrated, usually from 46.1 µM), for inactives: top-dose activation, most hits filed as activators; actives 1.1% (n = 380,000); AID 624202; note: potency is the fitted concentration of half-maximal effect; nearly all actives have a fitted effect of over 80% in size; some results filed as inactive show a strong effect at the top dose
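MCF7 cells carrying a BRCA1-firefly luciferase reporter (2000 cells/well, phenol-red free MEM) were attached for 2 h at 37 °C, then given compounds for 48 h. Luminescence was read 15 min after luciferase reagent; activity normalized to genistein (10 microM) and DMSO.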
RORgamma inh – blocks mouse ROR gamma transcriptional activity; P51450; Drosophila S2 Gal4-RORgamma UAS-luciferase reporter, 20 h; Potency, µM (highest dose often 53.6 µM), without a hit: at the highest dose activity change, negative = inhibition, hits mostly inhibitors; actives 5.4% (n = 310,000); AID 2551; note: potency is the fitted concentration of half-maximal effect; % is set by controls: 0 for no effect and ±100 for the full control effect; nearly all actives have a fitted effect of over 60% in size
Target sequence (P51450 whole entry, looked up, the tested form may be a part): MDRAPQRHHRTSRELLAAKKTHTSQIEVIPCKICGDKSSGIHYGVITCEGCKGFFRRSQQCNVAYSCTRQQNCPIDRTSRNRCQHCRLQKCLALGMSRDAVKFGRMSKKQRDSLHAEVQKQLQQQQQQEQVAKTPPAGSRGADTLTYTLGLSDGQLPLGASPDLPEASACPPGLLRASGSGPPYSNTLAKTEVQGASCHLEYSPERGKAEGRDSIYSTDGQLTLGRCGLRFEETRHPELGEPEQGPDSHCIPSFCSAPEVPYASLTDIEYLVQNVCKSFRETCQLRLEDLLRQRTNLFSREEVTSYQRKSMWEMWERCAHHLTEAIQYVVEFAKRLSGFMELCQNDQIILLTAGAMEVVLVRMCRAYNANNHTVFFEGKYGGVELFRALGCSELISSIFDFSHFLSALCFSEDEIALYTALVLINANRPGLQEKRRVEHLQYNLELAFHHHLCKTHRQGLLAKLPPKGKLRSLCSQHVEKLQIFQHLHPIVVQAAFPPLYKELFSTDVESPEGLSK
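Compounds are pin-transferred onto Drosophila Schneider cells expressing a copper-inducible Gal4–ROR gamma transactivation domain fusion. After 1 hr, copper sulfate is added to 700 uM final; luciferase is read 20 hr later.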
TRPV1 agonist – human TRPV1 agonism; TRPV1-expressing cells, Fluo-8 calcium influx, agonist mode; activation, % at 8.33 µM; actives 0.19% (n = 320,000); AID 540275; in the data active = activation above about 80%; inconclusive = between about 30% and that limit; note: 0% is about no effect
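TRPV1-expressing cells were cultured overnight at 35.5C and loaded with Fluo-8 calcium dye for 40 to 90 min at room temperature. After a 10 s baseline, compound was added and calcium influx was read kinetically for 3 min (ex 480/em 520 nm).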
p53 reactivator – mutant p53 re-activation in reporter cells; H1299 p53-A138V BP100-luciferase reporter, luminescence, 24 h; Potency, µM (series often up to 92.2 µM), for the others: at the highest dose activity change, positive = activation, actives largely listed as activators; actives 0.063% (n = 320,000); AID 504706; note: potency is the fitted concentration of half-maximal effect; % of control where 0% means no effect; nearly all actives have a fitted effect of over 45% in size
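H1299 (p53-null), stable ts p53-A138V + BP100-Luc; 1000 cells/well, Opti-MEM/10% FBS; cpd 4 pt, 1:5; 24 h, 37 deg C, 5% CO2; detection reagent 10 min RT; luminescence.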
FLuc counter – firefly luciferase modulation, counter-screen for miR-21 project | P08659 | purified FLuc, Km substrates, luminescence inhibition | Potency, µM (top dose mostly 57.5 µM), inactives show at the highest dose activity change, negative = inhibition, usual class: inhibitors | actives 6.9% (n = 360,000);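 note: potency is the fitted concentration of half-maximal effect; plate controls were vehicle for no effect and reference inhibitor for full effect; nearly all actives have a fitted effect of over 55% in size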
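Biochemical qHTS of compounds, final roughly 60 µM downward over six points, against 10 nM purified firefly luciferase using Km concentrations of substrates (10 uM D-luciferin, 10 uM ATP) in Tris acetate pH 7.5 buffer; luminescence output.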
Rab9 prom act – activators of Rab9 promoter | Huh7 Rab9 promoter-luciferase reporter, luminescence, 24 h | Potency, µM (doses to about 9.22 µM), for the others: top-dose activation, negative = inhibition, actives largely listed as activators | actives 2.8% (n = 320,000) | AID 485297; note: potency is the fitted concentration of half-maximal effect; % of control where 0% means no effect; nearly all actives have a fitted effect of over 60% in size
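Huh7 cells stably carrying Rab9 promoter–luciferase reporter, plated 1500 cells/well, compound added after 2 h and incubated 24 h at 37 °C; luciferase luminescence then read after 10 min with detection reagent.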
VP16 counter – counter-screen for ROR gamma inhibitors: Gal4-VP16 reporter | Drosophila S2 Gal4-VP16 UAS-luciferase, luminescence, 20 h | Potency, µM (titrated, usually from 53.6 µM), without a hit: at the top dose activity, negative = inhibition, usual class: inhibitors | actives 3.5% (n = 310,000);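 note: Gal4-VP16 expression switched on by copper sulfate through the metallothionein promoter; potency is the fitted concentration of half-maximal effect; % is set by controls: 0 for no effect and ±100 for the full control effect; nearly all actives have a fitted effect of over 50% in size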
NPC1 promoter act – activates the NPC1 promoter; Huh7 NPC1 promoter luciferase reporter, 24 h; Potency, µM (doses to about 9.22 µM), inactives show at the highest dose activation, most hits filed as activators; actives 2.4% (n = 320,000); AID 485313;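 note: potency is the fitted concentration of half-maximal effect; % of control where 0% means no effect; nearly all actives have a fitted effect of over 60% in size; reporter is driven by a mutant NPC1 promoter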
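Quantitative HTS used a cell-based reporter: Huh7 cells stably bearing the NPC1 promoter upstream of luciferase were treated with compounds for 24 h, and promoter activation was read as luminescence.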
ELG1 genotox – inducers of genotoxicity in HEK293T ELG1-luciferase cells; HEK293T ELG1-luciferase reporter, luminescence, 16 h; Potency, µM (top dose mostly 46 µM), inactives show at the highest dose activity change, positive = activation, most hits filed as activators; actives 1.3% (n = 330,000); note: potency is the fitted concentration of half-maximal effect; % of control where 0% means no effect; nearly all actives have a fitted effect of over 60% in size
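Genotoxicity was scored as increased ELG1-luciferase reporter signal, measured by ONE-Glo luminescence (30 min, room temperature). Compound or vehicle exposure of the HEK293T reporter cells lasted 16 hr at 37°C.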
ELG1 DNA repair – blocks ELG1-dependent DNA repair in HEK293T cells. HEK293T ELG1-luciferase reporter, luminescence, 16 h; DNA damage induced by 5-fluorouridine. Potency, µM (doses to about 46.1 µM), without a hit: at the highest dose activity change, negative = inhibition, actives largely listed as inhibitors. actives 2.3% (n = 330,000). AID 504467; note: potency is the fitted concentration of half-maximal effect; % is set by controls: 0 for no effect and ±100 for the full control effect; nearly all actives have a fitted effect of over 55% in size
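HEK293T cells expressing luciferase-tagged ELG1 (2,000/well) received 5-Fluorouridine plus compound or DMSO for 16 hr at 37 °C. Luciferase was read by ONE-Glo luminescence after 30 min at room temperature.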
Tb PFK inh – T. brucei PFK enzyme inhibition | O15648 | T. brucei PFK, ADP-Glo luminescence | Potency, µM (doses to about 57.5 µM), without a hit: at the highest dose activity, negative = inhibition, actives largely listed as inhibitors | actives 0.17% (n = 330,000);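 note: potency is the fitted concentration of half-maximal effect; 0% = uninhibited 1x PFK enzyme wells and -100% = no-enzyme wells; nearly all actives have a fitted effect of over 60% in size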
Target sequence (O15648 whole entry, looked up): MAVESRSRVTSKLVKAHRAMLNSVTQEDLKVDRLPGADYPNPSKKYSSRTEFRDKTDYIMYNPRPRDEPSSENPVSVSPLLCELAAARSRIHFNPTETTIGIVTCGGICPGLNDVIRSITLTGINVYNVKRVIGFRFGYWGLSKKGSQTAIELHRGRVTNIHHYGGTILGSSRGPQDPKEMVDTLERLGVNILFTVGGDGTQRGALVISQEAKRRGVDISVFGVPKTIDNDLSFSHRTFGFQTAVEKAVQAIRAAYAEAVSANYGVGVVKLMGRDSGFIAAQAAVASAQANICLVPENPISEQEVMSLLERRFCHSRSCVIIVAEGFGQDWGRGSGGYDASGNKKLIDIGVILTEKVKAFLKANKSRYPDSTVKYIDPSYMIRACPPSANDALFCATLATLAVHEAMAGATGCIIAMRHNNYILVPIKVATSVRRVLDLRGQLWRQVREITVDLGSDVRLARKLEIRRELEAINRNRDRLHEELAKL
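Activity is normalized to no-enzyme wells (full inhibition) and 1.25 nM enzyme wells (no inhibition). Reaction: 0.5 mM F6P, 0.1 mM ATP, 45 min RT, ADP-Glo luminescence; concentration-response curves fitted and classed by quality.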
* hit, by the source's call; ? = inconclusive; . = no result given; [ ] = another dose, or the depositor's remark. Unless noted, calls come from the whole dose curve; as a rule, active = well fitted curve in the direction sought with a large enough effect; inconclusive = small, poorly fitted or top-dose-only effect, or another doubt; inactive = no such curve, though single readings can be large; an effect the other way counts as inactive or inconclusive. No enrichment for hits; 15% or so of the library scored in one or more.

SMILES	BRCA1 expr up	RORgamma inh	TRPV1 agonist	p53 reactivator	FLuc counter	Rab9 prom act	VP16 counter	NPC1 promoter act	ELG1 genotox	ELG1 DNA repair	Tb PFK inh
CC(C)N(Cc1ccccc1)C(=O)COC(=O)c1cc[n+]([O-])cc1	6%	.	.	5%	.	.	.	.	1%	28%	4%
O=C(NNC(=O)c1ccc2ccccc2c1O)Nc1ccc(F)cc1	-2%	13%	3	2%	-1%	2%	1%	-7%	0%	-3%	-1%
C/C(=N\NC(=O)c1ccc(N2CCCC2=O)cc1)c1ccccc1	26%	10%	-4	3%	-19%	24%	29%	18%	9%	?	2%
Cc1c(Cc2ccccc2)c(=O)oc2cc(OCC(=O)NCC3CCC(C(=O)O)CC3)ccc12 (centres undefined)	-4%	-15%	-3	2%	-16%	-4%	-3%	1%	-3%	0%	-6%
COc1ccc(OC)c(NC(=O)C(CC(=O)O)Cc2ccc(Cl)cc2)c1 (centres undefined)	-39%	?	2	0%	5%	-6%	5%	-2%	-1%	-2%	2%
COc1cc(/C=N/n2c(-c3ccccc3)n[nH]c2=S)cc(OC)c1O	20%	-43%	2	10%	-4%	8%	-13%	0%	6%	5%	4%
CCc1ccc(CC)c(S(=O)(=O)Nc2ccc(C(=O)O)c(O)c2)c1	1%	10%	-3	6%	2%	0%	-2%	-1%	-2%	6%	-3%
COc1cc(C(=O)N2CCc3ccccc32)ccc1OCc1c(C)noc1C	-27%	19%	7	-2%	0%	0%	-4%	-1%	-11%	?	8%
COC(=O)CCN(C(=O)c1ccc([N+](=O)[O-])cc1)c1ccccn1	-3%	20%	5	-1%	-2%	-1%	6%	-1%	-4%	2%	1%
O=c1nc2ccc(Cl)cn2c2ccc(S(=O)(=O)N3CCOCC3)cc12	-1%	12%	0	6%	-1%	13%	-5%	-1%	3%	12%	-1%
CCc1noc(C)c1C(=O)Nc1nc2ccc(S(C)(=O)=O)cc2s1	36%	.	1	16%	2.4µM*	4%	.	22%	15%	?	1%
Cn1c(Cn2c(=O)sc3ccccc32)nnc1SCC(=O)Nc1cccc(Cl)c1	47%	?	4	-9%	2%	-2%	0%	-4%	0%	9%	8%
COc1ccc(-c2cc3nc4c(c(N5CCC6(CC5)OCCO6)n3n2)CCC4)cc1	-14%	-3%	30	2%	-3%	0%	-4%	-4%	0%	?	6%
COC(=O)C1(C)NC(c2ccc(F)cc2)C2C(=O)N(c3ccccc3)C(=O)C21 (centres undefined)	0%	?	-5	.	-1%	4%	12%	-2%	1%	-4%	0%
OC(CN1CCOCC1)Cn1c2c(c3ccccc31)CCCC2 (centres undefined)	-1%	-25%	1	.	-1%	-1%	17%	-2%	-4%	0%	3%
Cc1ccsc1C1CC(=O)NC2=C1C(=O)CC(C)(C)C2 (centres undefined)	-7%	33%	0	-15%	-1%	-3%	-6%	-3%	-1%	-29%	-3%
Cc1ccc(NS(=O)(=O)c2cn(C)cn2)cc1	1%	-19%	-2	7%	1%	-1%	-10%	-2%	-2%	8%	-1%
O=C(Nc1cccc([N+](=O)[O-])c1)c1ccc2ccccc2c1O	14%	-31%	12	?	0.67µM*	?	2.8µM*	?	15%	?	-4%
c1ccc2c(c1)[nH]c1c(N3CCSCC3)ncnc12	-76%	?	0	7%	1%	14%	0%	0%	1%	0%	7%
COC(=O)Cc1[nH]nc2c1C1(C(=O)N(Cc3ccc(Cl)cc3)c3ccccc31)C(C#N)=C(N)O2 (centres undefined)	-31%	19%	-2	0%	-1%	3%	4%	1%	-4%	-6%	-1%
COc1cc(/C=N/Nc2nc(C)cc(C)n2)ccc1OC(=O)c1ccco1	-24%	-18%[10 µM]	-2	8%	-18%	2%	-1%	1%	13%	14%	-1%
O=C(O)c1cnn2c(C(F)(F)F)cc(-c3ccccc3)nc12	0%	-6%	-1	0%	2%	0%	3%	-1%	-4%	11%	8%
Cc1cc(C)n2c(SCC(=O)Nc3ccc(F)cc3)nnc2n1	6%	3%	0	1%	0%	-5%	-9%	-3%	4%	-2%	-17%
Cn1c(=O)c2c(nc(N/N=C/c3cccs3)n2Cc2ccc(Br)cc2)n(C)c1=O	-50%	?	14	0%	-14%	-3%	?	4%	-7%	21µM*	-4%
CCC(C)c1ccc(NC(=S)N2CCN(C(=O)C3CCCO3)CC2)cc1 (centres undefined)	-22%	5%	18	-6%	-10%	5%	-4%	-4%	-4%	3%	6%
C#CC(CC)(CC)NC(=S)Nc1cccc(C(C)=O)c1	-34%	-18%	21	19%	1%	-2%	3%	-2%	-2%	?	1%
CCN1CCN(C(=O)CN(CC)S(=O)(=O)c2ccc3ccccc3c2)CC1	-2%	-6%	2	.	-2%	1%	-5%	0%	2%	10%	-1%
COc1ccc(NC(=O)CN(C)C(=O)/C=C/c2cn(-c3ccccc3)nc2-c2ccc(C)cc2)cc1	-50%	.	5	1%	-2%	-13%	.	-2%	1%	?	-4%
CCn1ncc([N+](=O)[O-])c1C(=O)N1CCc2ccccc2C1	50%	-42%	1	11%	0%	9%	1%	-1%	12%	23%	-3%
Cc1cccc(Oc2ccc(NC(=O)c3ccccc3C(=O)O)cc2)c1C	31%	17%	1	-2%	19µM*	-2%	10%	0%	-2%	?	-3%
N#Cc1cccc(NC(=O)CC2CCCCC2)c1	35%	4%	?	6%	-15%	12%	-3%	16%	7%	?	-1%
CSc1ccc(CNc2nnnn2C)cc1	0%	-1%	14	0%	2%	-2%	3%	-6%	5%	?	1%
CC(C)NC(=O)NC(=O)COC(=O)c1ccccc1O	2%	-1%	0	0%	5%	0%	-5%	-1%	0%	-11%	6%
O=S1(=O)[C@H]2C[C@@H]3C=C[C@@]2(CN1Cc1ccccc1F)O3	-1%	-15%	1	5%	-1%	-3%	6%	1%	-1%	-11%	-5%
Cc1nc2ccccc2nc1OCC(=O)N1CCN(c2ccccc2)CC1	-3%	18%[10 µM]	-2	5%	-13%	-1%	-7%	6%	-7%	?	-3%
COc1ccc(S(=O)(=O)N/N=C\c2ccc3c(c2)OCO3)c(OC)c1	-40%	?	-4	9%	-9%	-13%	11µM*	-12%	1%	?	-9%
COc1ccc(Br)cc1C(=O)Nc1ccc(Cc2ccncc2)cc1	-63%	17%	21	6%	?	1%	-1%	9%	-2%	0%	4%
COc1cccc(C(=O)Nc2cc([N+](=O)[O-])ccc2N2CCN(C)CC2)c1	-9%	-27%	16	1%	-6%	0%	3%	-1%	-4%	-19%	3%
Cc1c(C)c2ccc(O)c(CN3CCN(C)CC3)c2oc1=O	5%	-11%	3	1%	-1%	0%	-11%	-3%	2%	15%	0%
COCc1nnc(NC(=O)CCC2CCCCC2)s1	12%	11%	0	11%	-1%	1%	25%	-5%	21%	?	0%
N#Cc1ccc(CSc2ccccn2)c(Cl)c1	52%	6%	-5	.	-28%	16%	13%	19%	7%	?	0%
Cc1nnc(N/N=C/c2ccc([N+](=O)[O-])cc2)n1N	-19%	?	1	?	-2%	3%	-14%	5%	-2%	-12%	-2%
CCc1ccc2[nH]c(=O)c(CN(Cc3nnnn3C3CCCC3)C3CCCCC3)cc2c1	42%	18%	?	-5%	-2%	-2%	4%	-2%	-7%	?	-2%
O=C(O)CCn1c(=O)sc2ccccc21	36%	16%	-2	-3%	-7%	2%	-8%	0%	-3%	-10%	-4%
CCCN(CCC)CCNC(=O)C1c2ccccc2C(=O)N2CCc3ccccc3C12 (centres undefined)	4%	8%	-4	8%	-2%	-10%	0%[10 µM]	0%	-1%	-2%	-4%
O=C(Nc1nnc(-c2ccccc2)o1)C1CCCCC1	0%	3.5µM*	-3	8%	-11%	11%	7.9µM*	8%	?	?	-6%
COc1ccc(C(=O)CSc2nnc(-c3cc(C)on3)o2)cc1	-39%	-10%	-2	7%	3%	-1%	-11%	0%	4%	3%	-1%
CC(=O)c1sc(-c2ccc(F)cc2)cc1NS(=O)(=O)c1ccc(C)cc1	-2%	15%	-2	2%	6%	-3%	-10%	-3%	-8%	18µM*	1%

A draw from above in order of length of the SMILES, lowest first.
SMILES	BRCA1 expr up	RORgamma inh	TRPV1 agonist	p53 reactivator	FLuc counter	Rab9 prom act	VP16 counter	NPC1 promoter act	ELG1 genotox	ELG1 DNA repair	Tb PFK inh
O=C(Nc1nnc(-c2ccccc2)o1)C1CCCCC1	0%	3.5µM*	-3	8%	-11%	11%	7.9µM*	8%	?	?	-6%
COc1ccc(C(=O)CSc2nnc(-c3cc(C)on3)o2)cc1	-39%	-10%	-2	7%	3%	-1%	-11%	0%	4%	3%	-1%
CCCN(CCC)CCNC(=O)C1c2ccccc2C(=O)N2CCc3ccccc3C12 (centres undefined)	4%	8%	-4	8%	-2%	-10%	0%[10 µM]	0%	-1%	-2%	-4%
